JMJD2E inh = JMJD2E (human) inhibition; B2RXH2; JMJD2E catalytic domain, FDH-coupled NADH fluorescence (FDH is formaldehyde dehydrogenase); Potency, µM (highest dose often 57.1 µM), for inactives: top-dose activity change, negative = inhibition, usual class: inhibitors; 1.6% of 230,000 active; AID 2147; active means well fitted inhibition curve with a large enough effect, not every such curve was filed as active; inconclusive means small, poorly fitted or top-dose-only effect, or another doubt; inactive means no such curve, though single readings can be large or run the other way;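 further: 0% = wells with enzyme and -100% = buffer wells without enzyme; nearly all actives have a fitted effect of over 50% in size; many of its hits are not listed in these tables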
Target sequence (B2RXH2 1-337 limits assumed): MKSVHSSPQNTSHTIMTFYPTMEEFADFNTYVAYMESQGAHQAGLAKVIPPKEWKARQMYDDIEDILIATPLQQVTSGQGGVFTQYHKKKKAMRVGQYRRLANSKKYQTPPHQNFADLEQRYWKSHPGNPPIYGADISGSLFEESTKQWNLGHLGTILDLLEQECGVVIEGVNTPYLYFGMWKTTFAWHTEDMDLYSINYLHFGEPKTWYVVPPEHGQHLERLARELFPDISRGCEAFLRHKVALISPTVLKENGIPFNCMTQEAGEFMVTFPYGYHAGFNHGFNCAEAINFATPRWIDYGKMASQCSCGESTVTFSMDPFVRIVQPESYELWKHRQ
GAA glycogen = alters human alpha-glucosidase cleavage of glycogen | AID 2100 | recombinant GAA, glycogen substrate, Amplex Red glucose oxidase fluorescence | Potency, µM (top dose mostly 76.4 µM), for inactives: at the top dose activity change, negative = inhibition, most hits filed as inhibitors | P10253 | 0.38% of 300,000 active;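 further: 0% = full enzyme reaction and -100% = no-enzyme basal signal; the screen sought inhibitors and activators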
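Natural-substrate format: glycogen cleavage by 4 nM human enzyme, glucose read by Amplex Red coupling (Ex 573, Em 610 nm). Normalized to enzyme and no-enzyme controls.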
SMN2 splice enh = enhancers of SMN2 splice variant expression | HEK293 SMN2-luciferase splicing reporter, luminescence, 30-36 h | Potency, µM (highest dose often 46.1 µM), inactives show top-dose activity change, positive = activation, hits mostly activators | 2.8% of 210,000 active; further: % of control where 0% means no effect; nearly all actives have a fitted effect of over 55% in size
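qHTS luciferase splicing reporter: luminescence rises when SMN2 exon 7 is included in transfected HEK293 cells. Compound exposure lasted 30-36 h at 37C, with 4.5 mM final sodium butyrate as control, followed by a ONE-Glo read.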
aGlu spleen mod = inhibits or activates alpha-glucosidase in human spleen homogenate; P10253; human spleen homogenate, 4-MU-alpha-glucoside fluorescence; Potency, µM (doses to about 79.9 µM), for inactives: top-dose activity change, negative = inhibition, actives largely listed as inhibitors; 0.006% of 240,000 active; AID 2112;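 further: 0% = enzyme with vehicle and -100% = no enzyme basal signal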
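AC50 values come from Hill-equation fits of concentration-response data, normalized to no-enzyme and full-activity controls. Enzyme source: 1 ug human spleen homogenate; 1 mM fluorogenic 4-MU glucoside, pH 5.0 citrate buffer, 37 C, 40 min.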
GoLoco inh red = inhibitors of human Gai1-RGS12 GoLoco interaction (red fluorophore); P63096; Gai1:RGS12 GoLoco peptide FP, rhodamine, 10 min; Potency, µM (highest dose often 61.6 µM), inactives show at the top dose activity, negative = inhibition, most hits filed as inhibitors; 0.44% of 230,000 active; active means well fitted inhibition curve with a large enough effect, not every such curve was filed as active; inactive means no such curve, though single readings can be large or run the other way; further: on the % scale 0 is the no-effect control and ±100 the full control effect; nearly all actives have a fitted effect of over 30% in size; many of its hits are not listed in these tables
Target sequence (P63096 whole entry, looked up): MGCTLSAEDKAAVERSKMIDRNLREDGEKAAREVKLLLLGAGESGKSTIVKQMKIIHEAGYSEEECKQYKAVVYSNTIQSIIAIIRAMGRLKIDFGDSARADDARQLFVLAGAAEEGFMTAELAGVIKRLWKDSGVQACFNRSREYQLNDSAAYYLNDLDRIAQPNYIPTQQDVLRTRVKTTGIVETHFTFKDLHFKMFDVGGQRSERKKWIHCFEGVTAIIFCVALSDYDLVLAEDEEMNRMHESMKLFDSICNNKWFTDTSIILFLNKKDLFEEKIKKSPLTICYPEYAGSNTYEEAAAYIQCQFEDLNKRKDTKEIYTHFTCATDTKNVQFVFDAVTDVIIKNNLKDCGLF
ALDH1A1 inh = ALDH1A1 (human) enzyme inhibition. Potency, µM (doses to about 75.3 µM), for inactives: at the highest dose activity, negative = inhibition, usual class: inhibitors. 7.3% of 220,000 active. P00352. AID 1030. Purified ALDH1A1, NADH fluorescence, propionaldehyde substrate; active means well fitted inhibition curve with a large enough effect, not every such curve was filed as active; inconclusive means small, poorly fitted or top-dose-only effect, or another doubt; inactive means no such curve, though single readings can be large or run the other way;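 further: plate controls were no enzyme wells and a reference inhibitor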
GAA inhib = alpha-glucosidase (human) inhibition; Potency, µM (highest dose often 76.9 µM), inactives show at the highest dose activity change, negative = inhibition, most hits filed as inhibitors; purified human GAA, 4-MU-alpha-glucoside fluorescence; P10253; 0.005% of 200,000 active; AID 1466;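 further: plate controls were uninhibited enzyme wells for no effect and no-enzyme background for full effect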
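Read-out is 4-methylumbelliferone fluorescence (Ex 365/Em 440 nm) after NaOH/glycine stop at pH 10. Enzyme 4 nM, substrate 400 uM, pH 5.0 citrate buffer, 20 min room temperature; AC50 from Hill-equation concentration-response.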
GLA spleen mod = inhibits or activates alpha-galactosidase in human spleen homogenate; P06280; human spleen homogenate, 4MU-alpha-Gal fluorescence, 40 min; Potency, µM (top dose mostly 80 µM), without a hit: at the highest dose activity change, negative = inhibition, most hits filed as inhibitors; 0.008% of 240,000 active;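 further: 0% = enzyme with vehicle and -100% = no enzyme basal signal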
Target sequence (P06280 32-429 limits assumed): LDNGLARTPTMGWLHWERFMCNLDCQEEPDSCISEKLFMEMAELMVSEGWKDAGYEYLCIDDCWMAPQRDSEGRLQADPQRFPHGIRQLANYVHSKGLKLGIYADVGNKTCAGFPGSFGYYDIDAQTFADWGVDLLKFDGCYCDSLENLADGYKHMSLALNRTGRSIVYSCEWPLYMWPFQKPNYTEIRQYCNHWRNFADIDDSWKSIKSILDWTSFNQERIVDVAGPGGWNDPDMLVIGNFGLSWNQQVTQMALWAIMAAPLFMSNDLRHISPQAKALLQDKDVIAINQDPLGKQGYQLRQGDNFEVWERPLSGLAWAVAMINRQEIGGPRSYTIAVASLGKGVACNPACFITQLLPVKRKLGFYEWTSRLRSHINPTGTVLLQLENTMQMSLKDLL
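Human spleen homogenate (1 ug) as enzyme source, 4-methylumbelliferyl-alpha-D-galactopyranoside 1 mM final, citrate/phosphate pH 5.0 with 0.01% Tween-20. Compounds 40 min at 37C, NaOH/glycine stop; fluorescence Ex 365/Em 440, Hill-fit AC50.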
Numbers without * were called inactive; i = inactive; ? = inconclusive; / = no result given; & = joins results of further samples; [ ] = dose if it differs, or a comment. Unless noted, the call rests on the fitted dose curve; in most records, active means well fitted curve in the direction sought with a large enough effect; inconclusive means small, poorly fitted or top-dose-only effect, or another doubt; inactive means no such curve, though single readings can be large; an effect the other way counts as inactive or inconclusive. Potency means the concentration at half of the fitted maximal effect. This is a subset; count on the stated rates, not on these rows.

SMILES	JMJD2E inh	GAA glycogen	SMN2 splice enh	aGlu spleen mod	GoLoco inh red	ALDH1A1 inh	GAA inhib	GLA spleen mod
O=C(c1cc(S(=O)(=O)N2CCCCC2)c(Cl)cc1N1CCOCC1)N1CCOCC1	5%	10%	6%	8%	4%	1%	-1%	0%
CCN(c1ccc(NC(=O)c2ccc(Cl)nc2)cc1)C(C)C	7%	12%	8%	-5%	5%	2%	-1%	-3%
CCn1ccnc1CN1CCN(CCC(C)C)C(CCO)C1 (stereo not given)	-2%	-6%	/	3%	12%	19%	-2%	6%
O=c1[nH]c(-c2ccccc2F)nc2c1sc(=S)n2Cc1ccccc1	11%	2%	-36%[inhibitor]	-1%	11%	13%	-7%	1%
CCCNC(=O)c1ccc2c(=O)c(O)c(-c3ccc(Cl)c([N+](=O)[O-])c3)[nH]c2c1	?	?	/	3%	3%	/	/	5%
C/C=C(\C)C(=O)O[C@H]1CC(C)=C2C(=O)C=C(C)C2[C@@H]2OC(=O)[C@@](C)(OC(=O)C=C(C)C)C21 (stereo not given in full)	0%	/	18%	8%	-5%	?	/	-4%
CCOc1ccc(OCC)c(NC(=O)CN(c2ccc(C)cc2)S(=O)(=O)c2c(C)noc2C)c1	-5%	2%	-20%	1%	0%	8%	?	3%
Cc1cccc(C)c1NC(=O)Cn1nnc(-c2ccc(N3CCOCC3)cc2)n1	?	2%	137%	-5%	3%	?	1%	-2%
CC[C@](N)(CCC(=O)O)C(=O)O	-9%	/	17%	5%&-4%	7%&-1%	-8%	/	7%&3%
O=C(NCc1ccccc1)c1onc(CSc2ccc(F)cc2)c1C(=O)NCCCN1CCOCC1	10%	4%	0%	-2%	9%	3%	-8%	0%
Cn1cccc1/C=C1\SC(=S)N(CC(=O)O)C1=O	-18%	10%	-6%	-13%	-6%	-5%	-11%	-22%
CCOC(=O)C(NC(=O)c1ccccc1)(N1CCCC1=O)C(F)(F)F (stereo not given)	-1%	-10%	2%	-2%	-6%	8%	-4%	2%
Cn1c(=O)oc2ccc(C(=O)CSc3nnnn3-c3ccccc3)cc21	1%	-7%	1%	-8%	6%	?	-8%	-3%
Cc1noc(NC(=O)c2ccccc2)c1C#N	7%	-8%	-24%	5%	-1%	10µM*	0%	8%
c1ccc(CCC2CCCCN2Cc2nc(-c3ccc4c(c3)OCO4)no2)nc1 (stereo not given)	0%	-10%	/	2%	-2%	-8%	/	2%
O=C1c2ccccc2NC(c2ccccc2)N1NS(=O)(=O)c1ccccc1 (stereo not given)	?	4%	-16%	3%	i	?	-3%	7%
O=C(Cc1cccs1)Nc1cc(SCCO)cc([N+](=O)[O-])c1	2%	4%	5%	-13%	7%	-6%	2%	-4%
CCCOc1ccc(NC(=O)CC2C(=O)N(CC)C(=S)N2CCCN2CCN(Cc3ccccc3)CC2)cc1 (stereo not given)	-9%	-19%	-24%	-5%	0%	-16%	?	-2%
COc1ccc(C2=NOC3(CC(=O)N(c4ccc5ccccc5c4)C3=O)C2)c(OC)c1 (stereo not given)	4%	0%	-12%	-5%	139%[activator]	-1%	-4%	-13%
O=C(Nc1ccccc1)Nc1cc([N+](=O)[O-])ccc1F	1%	8%	-8%	-14%	9%	-4%	-4%	-22%
Cc1ccc(Oc2nc3ccccn3c(=O)c2/C=C(\C#N)C(=O)Nc2c(C)n(C)n(-c3ccccc3)c2=O)cc1	?	3%	-12%	-4%	12%	2%	2%	-13%
CCCCNC(=O)COC(=O)c1cc(F)c(F)cc1Cl	-2%	11%	-8%	0%	2%	-6%	-14%	-6%
O=C(CCC(=O)N1CCN(C2CCCCC2)CC1)Nc1nnc(C(F)(F)F)s1	1%	7%	-13%	-3%	8%	1%	3%	0%
CCN(CC(=O)NC(C)C)C(=O)[C@H](C)NC(=O)c1ccc(Br)cc1	-11%	-4%	1%	-3%	5%	-5%	2%	-3%
COC(=O)C/C=N/N=C1/NC(=O)/C(=C/C(=O)O)S1	-25%	?	/	-7%	1%	/	/	0%

(list continues)
SMILES	JMJD2E inh	GAA glycogen	SMN2 splice enh	aGlu spleen mod	GoLoco inh red	ALDH1A1 inh	GAA inhib	GLA spleen mod
c1ccc2c(CN3CCOCC3)csc2c1	-5%	-16%	-7%	0%	9%	-1%	-11%	8%
CON=C1CCN(c2ncc(C(F)(F)F)cc2Cl)CC1	-1%	4%	2%	-1%	0%	5%	7%	-13%
N#Cc1ccc(NC(=O)CN2C(=O)NC(Cc3ccccc3)C2=O)cc1 (stereo not given)	6%	2%	-13%	1%	6%	-2%	-9%	5%
CC1(C)CC(=O)C2=C(C1)N(N1CCOCC1)C(N)=C(C#N)C2c1cccs1 (stereo not given)	-8%	-29%	2%	0%	19%	9%	1%	-3%
COc1ccc(NC(=O)c2cn(-c3ccccc3)nc2-c2ccncc2)cc1	-28%	-6%	-3%	-6%	12%	0%	-9%	-2%
O=C(c1ccc(NS(=O)(=O)c2ccccc2)cc1)N1CCN(Cc2ccc3c(c2)OCO3)CC1	-2%	-27%	-28%	-13%	11%	?	-5%	2%
CCCNCc1cc(OC)c(OCC(=O)Nc2ccccc2)cc1Br	15%	-17%	9%	5%	6%	?	-1%	0%
CSc1ccccc1NC(=O)c1ccc([N+](=O)[O-])cc1	-24%	26%	1%	-9%	1%	14µM*	-3%	-14%
O=C(N/N=C/c1cc([N+](=O)[O-])ccc1Cl)c1ccc2nc[nH]c2c1	-8%	10%	-19%	-9%	36%[activator]	2%	?	-9%
CCOC(=O)c1sc(NC(=O)CSc2ncn(-c3ccccc3)n2)nc1C	-8%	-5%	-2%	0%	2%	-14%	-3%	5%
CCOc1ccc(N2C(=O)c3cccnc3C2=O)cc1	1%	-1%	-3%	-15%	0%	0%	1%	3%
Cc1nn(-c2ccc(F)cc2)c(C)c1CN1CCN(Cc2ccccc2)C(CCO)C1 (stereo not given)	4%	16%	/	-3%	8%	5%	/	2%
CC1=CCC2C(=O)N(c3nc(C)cc(C)n3)C(=O)C2C1 (stereo not given)	11%	2%	10%	-5%	-6%	0%	-3%	0%
C/C(=N\N=c1/sc2ccccc2n1C)c1ccccn1	-5%	-13%	?	/	4%	-7%	-4%	-1%
COc1ccc(C2/C=C\CN(Cc3ccncc3)CC(=O)N2Cc2ccc(F)cc2)cc1 (stereo not given)	-19%	2%	/	-6%&-2%	6%	/	/	-4%&4%
O=C(CN1C(=O)S/C(=C/c2ccc(N3CCOCC3)cc2)C1=O)N1CCOCC1	5%	9%	?	2%	11%	?	-13%	-5%
COc1cccc(C(=O)N2CCN(C3CCC(c4ccccc4)CC3)CC2)c1 (stereo not given)	?	1%	-5%	-3%	0%	?	0%	5%
CN1CCN(c2oc(-c3cccs3)nc2S(=O)(=O)c2ccccc2)CC1	?	6%	-2%	-12%	8%	?	-14%	4%
CC(=O)Nc1ccc(C2=NN(C)C(=NCc3ccccc3)SC2)cc1	-8%	-2%	-56%[inhibitor]	2%	29%	2.8µM*	2%	2%
Cc1ccc2nc(NC(=O)CCNS(=O)(=O)c3cccs3)sc2c1	-3%	-5%	-1%	-3%	8%	-5%	-7%	0%
CCOC(=O)Cn1cc(C(=O)c2ccco2)c2ccccc21	-6%	12%	/	-2%	/	?	0%	10%
Cc1nn(C(C)(C)C)c(OC(=O)c2ccc3c(c2)OCO3)c1Sc1ccccc1	-10%	-15%	-19%	-14%	2%	-1%	-3%	-2%
CCCSc1nnc(CSc2nc3ccccc3s2)n1-c1ccccc1	-7%	-1%	-44%[inhibitor]	-2%	8%	-15%	-5%	3%
Cc1cc(-c2nnc(CCC(=O)NCc3ccc(F)c(F)c3)o2)no1	-7%	-6%	/	5%	5%	13%	8%	10%
Cc1ccc(-c2nn(C)c(=O)c3ccccc23)cc1CN1CCOCC1	1%	5%	2%	-8%	-8%	10%	-4%	-3%

Retrieved by structure from the list above (5):
SMILES	JMJD2E inh	GAA glycogen	SMN2 splice enh	aGlu spleen mod	GoLoco inh red	ALDH1A1 inh	GAA inhib	GLA spleen mod
O=C(c1ccc(NS(=O)(=O)c2ccccc2)cc1)N1CCN(Cc2ccc3c(c2)OCO3)CC1	-2%	-27%	-28%	-13%	11%	?	-5%	2%
CCOc1ccc(N2C(=O)c3cccnc3C2=O)cc1	1%	-1%	-3%	-15%	0%	0%	1%	3%
O=C(CN1C(=O)S/C(=C/c2ccc(N3CCOCC3)cc2)C1=O)N1CCOCC1	5%	9%	?	2%	11%	?	-13%	-5%
Cc1ccc2nc(NC(=O)CCNS(=O)(=O)c3cccs3)sc2c1	-3%	-5%	-1%	-3%	8%	-5%	-7%	0%
CN1CCN(c2oc(-c3cccs3)nc2S(=O)(=O)c2ccccc2)CC1	?	6%	-2%	-12%	8%	?	-14%	4%

The listing continues:
SMILES	JMJD2E inh	GAA glycogen	SMN2 splice enh	aGlu spleen mod	GoLoco inh red	ALDH1A1 inh	GAA inhib	GLA spleen mod
COc1ccccc1OCCC(=O)OCC(=O)Nc1ccc(Br)cc1	-1%	16%	14%	-12%	20%	0%	-6%	-4%
O=C(NCc1cccc(C(F)(F)F)c1)c1cc(Cl)ccc1Cl	-5%	4%	-19%	-12%	10%	7%	-2%	3%
COc1ccc(N/C=C/C(=C(C#N)C#N)N(C)C)cc1	8%	12%	/	2%	1%	6%	/	-2%
O=C(O)C(Cc1ccccc1)N1C(=O)/C(=C/c2ccccc2)SC1=S (stereo not given)	-3%	0%	3%	-5%	-2%	-6%	-2%	-1%
CCCS(=O)(=O)N1CCN=C1SCc1cccc(C)c1	20%	2%	-20%	-15%	1%	6%	-1%	-19%
CC(NC(=O)c1ccccc1)C(=O)N/N=C/c1ccc(O)cc1 (stereo not given)	-17%	4%	-44%	8%	-10%	1%	5%	7%
C=CCNC(=O)c1cc(Cl)cc(Cl)c1	-1%	11%	17%	-10%	-10%	11%	-5%	-19%
Cc1cccc(NC(=O)/C=C/c2ccc(Cl)cc2)n1	-6%	-4%	3.5µM*	5%	11%	4%	-2%	12%
CCOc1cc(C(=O)OCC(=O)NCc2ccco2)cc(OCC)c1OCC	1%	-6%	-14%	-7%	9%	-6%	-1%	3%
O=C(NCC(c1cccnc1)N1CCN(c2ccccc2F)CC1)c1ccco1 (stereo not given)	1%	-9%	-39%[inhibitor]	-3%	-3%	-3%	1%	2%
